IkB signaling: IkB pathway inhibition in ABC-DLBCL cells; 110,000 tested, 0.04% active; ABC-DLBCL IkBa-CBG/CBR dual luciferase ratio, 4 h; response scale: scaled: untreated 0%, proteasome inhibitor 100%; Potency, µM (titrated, usually from 57.1 µM), without a hit: top-dose IkBa stabilization activation; active = well fitted curve in the direction sought with a large enough effect in the signal ratio, not every such curve was filed as active; inconclusive = small, poorly fitted or top-dose-only effect, or a change in a side signal; the % refers to the signal ratio;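 also: the direction sought is a rising ratio; 0% = basal untreated cells and 100% = reference inhibitor full response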
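Luminescence ratio of IκBα-fused green versus native red beetle luciferase in OCI-Ly3 cells, 4 h post-doxycycline with compound; red signal alone, scaled from basal (0%) to zero light (-100%), flagged nonspecific or cytotoxic effects.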
p53ts 39C tox: p53ts cell cytotoxicity, nonpermissive temperature; H1299-p53A138V viability at 39C, ATP luminescence, 24 h; Potency, µM (top dose mostly 46.1 µM), inactives show top-dose activity change, negative = cell killing, hits mostly cytotoxic; 130,000 tested, 1.5% active; also: nearly all actives have a fitted effect of over 55% in size
Imprint erasure: genomic imprint erasure induction | Potency, µM (highest dose often 60.7 µM), for inactives: at the highest dose activity change, positive = activation, usual class: activators | 110,000 tested, 0.02% active | mouse ES Peg3-LacZ reporter, beta-gal luminescence, 40 h;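 also: 0% = negative control wells on the plate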
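Imprint erasure is scored as LacZ activity from the silenced maternal Peg3 allele in feeder-free female ES cells cultured 40 h with LIF. Luminescence is normalized to in-plate negative controls and fitted to the Hill equation.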
p53ts 32C kill: kills p53ts cells at the permissive temperature; H1299-p53A138V at 32C, ATP luminescence viability, 24 h; Potency, µM (titrated, usually from 46.1 µM), inactives show at the top dose activity change, negative = cytotoxicity, actives largely listed as cytotoxic; 130,000 tested, 0.93% active; AID 924;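 also: 0% = DMSO and -100% = full killing by reference compound; nearly all actives have a fitted effect of over 55% in size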
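Cells: H1299 p53ts (A138V), 600/well, pre-incubated 16–30 h at 37C. Cpd up to 46 uM, 24 h, 32C. Readout: ATPlite luminescence, 20 min RT. Normalization: DMSO vs tamoxifen 100 uM. AC50 by Hill equation.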
Active calls of the source: *; ? = inconclusive; / = not tested or not shown; [ ] = remark or other dose. Unless noted, calls follow the shape of the dose curve; as a rule, active = well fitted curve in the direction sought with a large enough effect; inconclusive = small, poorly fitted or top-dose-only effect, or another doubt; inactive = no such curve, though single readings can be large; an effect the other way counts as inactive or inconclusive. Unless noted, % is scaled to controls: 0 for no effect and ±100 for the full control effect; potency is read from the fitted curve at half-maximal effect.

SMILES	IkB signaling	p53ts 39C tox	Imprint erasure	p53ts 32C kill
CCOc1ccc(OCC)c(NC(=O)CN2CCN(c3cccc(C)c3)C(C)C2)c1 (stereo unspecified)	?	2%	-9%	9%
Cc1ccc(OCC(=O)Nc2ccc3nc(SCC(=O)N4CCOCC4)sc3c2)cc1C	?	6%	-9%[10.9 µM]	-10%
O=C1C2C3C=CC(C3)C2C(=O)N1c1ccc2ccccc2n1 (stereo unspecified)	/	26%	/	0%
CCc1ccccc1NC(=O)Cn1c(=O)n(Cc2ccco2)c(=O)c2ccccc21	1.6%	3%	-7%[10.9 µM]	-1%
CCC(=O)N(Cc1cc2ccccc2[nH]c1=O)C(C)C	1.2%	4%	-3%	2%
S=C(Nc1ccc(Cl)c(Cl)c1)NC1CCN(Cc2ccccc2)CC1	/	?	/	?
COc1cc(OC)cc(N(C(=O)c2ccco2)C(C(=O)NC2CCCC2)c2ccc(N(C)C)cc2)c1 (stereo unspecified)	0.6%	-5%	-19%	10%
Cc1ccnc(NS(=O)(=O)c2ccc(N=[N+]=[N-])cc2)n1	1.6%[11.4 µM]	19%[9.22 µM]	8%[10.9 µM]	4%[9.22 µM]
NNC(=O)c1ccc(OCc2nc3ccccc3[nH]2)cc1	3.6%[11.4 µM]	-1%[9.22 µM]	-3%[10.9 µM]	-5%[9.22 µM]
CC(C)NC(=O)c1cnc(N2CCN(c3ccccn3)CC2)c2ccccc12	?	-4%	-15%	2%
COC(=O)[C@H](Cc1ccccc1)NC(=O)Nc1ccc(S(N)(=O)=O)cc1	-2.1%	15%	-3%	4%
O=C(CCSCCc1ccccn1)Nc1ccc(Cl)cc1	?	-29%	-8%[10.9 µM]	-10%
Cc1ccccc1CSc1nc(-c2ccccc2)nc2c1Cc1c(CO)cnc(C)c1O2	?	7%	-11%[10.9 µM]	2%
Cc1nnc(SCC(=O)Nc2ccccc2N2CCOCC2)s1	0.4%	2%	-10%	4%
Cc1ccc(C(OC(=O)c2ccco2)C(=O)NCc2cccs2)cc1 (stereo unspecified)	-0.7%	-2%	-8%	0%
Cc1ccc(S(=O)(=O)N2CCCC(NC(=O)N3CCN(c4ccccc4)CC3)C2)cc1 (stereo unspecified)	-0.4%	-21%	4%	21%
O=C(CC(c1ccc(F)cc1)c1ccco1)N1CCOCC1 (stereo unspecified)	5.6%	-2%	10%	6%
CSc1ccc(CCNC(=O)c2ccc3c(Cl)c4c(nc3c2)CCCC4)cc1	?	-22%	-11%[10.9 µM]	-3%
COc1ccc(NC(=O)CSc2nc(-c3cc(OC)c(OC)c(OC)c3)[nH]c2-c2ccc(F)cc2)cc1	?	?	9%[10.9 µM]	1%
CCCC12CN3CC(CCC)(CN(C1)C3c1ccc(OC(C)C)cc1)C2=O (stereo unspecified)	?	3%	12%[10.9 µM]	-6%

One compound at a time (already shown):
`CSc1ccc(CCNC(=O)c2ccc3c(Cl)c4c(nc3c2)CCCC4)cc1` is entered as IkB signaling: ?; p53ts 39C tox: -22%; Imprint erasure: -11%[10.9 µM]; p53ts 32C kill: -3%
`O=C(CC(c1ccc(F)cc1)c1ccco1)N1CCOCC1` (stereo unspecified) is entered as IkB signaling: 5.6%; p53ts 39C tox: -2%; Imprint erasure: 10%; p53ts 32C kill: 6%
`NNC(=O)c1ccc(OCc2nc3ccccc3[nH]2)cc1` is entered as IkB signaling: 3.6%[11.4 µM]; p53ts 39C tox: -1%[9.22 µM]; Imprint erasure: -3%[10.9 µM]; p53ts 32C kill: -5%[9.22 µM]

Following part:
SMILES	IkB signaling	p53ts 39C tox	Imprint erasure	p53ts 32C kill
CC(=O)Nc1nonc1-c1nnc(SCC(=O)Nc2cc(Cl)ccc2C)n1C	?	-16%	11%[10.9 µM]	-1%
Cc1cccc(OCCCC(=O)Nc2sc3c(c2C(N)=O)CCC(C)C3)c1 (stereo unspecified)	2.3%	-16%	-9%[10.9 µM]	5%
O=C(Nc1ccc(O)cc1)c1cc(S(=O)(=O)N2CCCC2)ccc1Cl	4.2%	10%	3%	5%
CCOC(=O)c1cccc(NC(=O)CSc2nc3ccccc3c(=O)n2CCOC)c1	1.4%	-16%	-18%	11%
Cc1ccc(N2CCN(C(=O)c3cccn4c(=O)c5ccc(Cl)cc5nc34)CC2C)cc1 (stereo unspecified)	2.2%	0%	14%[10.9 µM]	9%
C=CCSc1nnc2c(n1)OC=Nc1ccc(Br)cc1-2	-0.8%	11%	-2%	1%
O=C(O)c1cccc(NC(=O)c2cccc(S(=O)(=O)Nc3cccc(F)c3)c2)c1	7.2%	5%	-77%[inhibitor][10.9 µM]	-3%
N#Cc1nc(COc2cccc(Cl)c2)oc1NCc1ccco1	6.5%	-4%	-4%	-3%
CCN1CCN(S(=O)(=O)c2ccc3[nH]c(=O)oc3c2)CC1	0.1%	3%	-4%	-1%
CC(C)c1noc(-c2ccccc2OCC(=O)Nc2cccc([N+](=O)[O-])c2)n1	?	0%	-15%[10.9 µM]	0%
CCO/C=C/C(=O)N(C)CCC#N	0.5%	10%	-7%	7%
CCCC[C@H](CC)CN=C(N)NC(N)=NCCCCCCN=C(N)NC(N)=NC[C@@H](CC)CCCC	17%[25.6 µM]	13µM*	-26%[16.8 µM]	-21%[20.6 µM]
CC(C)c1ccc(NC(=O)C2CC(=O)N=C(N)S2)cc1 (stereo unspecified)	0.1%	-6%	-9%	-4%
Cc1oc(-c2ccccc2F)nc1CN1CCC(C(=O)NC2CCCCCCC2)CC1	-0.2%	-7%	-8%	17%
CCOc1ccc(C2C=C(c3ccc(F)cc3)Nc3ncnn32)cc1 (stereo unspecified)	1.9%	9%	-11%	-2%
CS(=O)(=O)N(CC(=O)NCC1CCCO1)c1cc(Cl)ccc1Cl (stereo unspecified)	-2.2%	10%	-4%	?
O=C(CC1N=C2c3ccccc3N=C(SCc3ccc(Cl)cc3)N2C1=O)NC1CCCCC1 (stereo unspecified)	-0.4%	10%	9%[10.9 µM]	6%
COc1ccc(-c2noc(CN3CCN(c4ccccc4OC)CC3)n2)cc1OC	?	9%	-10%[10.9 µM]	3%
Cc1nc2sccn2c(=O)c1S(=O)(=O)NCc1ccccc1	?	10%	-9%[10.9 µM]	8%
CC1CCN(C(=O)c2ccccc2NC(=O)c2nsc3ccccc23)CC1	?	-3%	-5%[10.9 µM]	-7%
COc1ccc(S(=O)(=O)N(CC(=O)Nc2cccc(C(F)(F)F)c2)c2ccc(C)cc2)cc1	?	0%	-11%[10.9 µM]	6%
COCc1nnc(NC(=O)c2sc3ccccc3c2Cl)s1	?	16µM*	-62%[inhibitor]	?
O=C(c1ccc(F)cc1)N1CCN(CCc2ccncc2)CC1	0.6%	26%	-13%[10.9 µM]	1%
Cc1ccc(NC(=O)C2CCCN(S(=O)(=O)c3cccs3)C2)c(C)c1 (stereo unspecified)	?	27%	-7%[10.9 µM]	-1%
COc1ccc2c(CNCCc3cccs3)c(C(=O)O)n(Cc3ccccc3)c2c1	?	-7%	-11%[10.9 µM]	9%
Cc1csc(/C(=N\O)c2csc(C)n2)n1	1.0%	-1%	-7%	4%
CCC(c1nnnn1C1CCCC1)N1CCN(Cc2ccccc2)CC1 (stereo unspecified)	/	3%	/	-9%
CCOc1ccccc1NC(=O)NC1(C(=O)N2CCN3CCCC3C2)CCCCC1 (stereo unspecified)	0.6%	1%	-11%	4%
CN(c1ccccc1C(=O)Nc1cccc(C(F)(F)F)c1)S(C)(=O)=O	0.2%	-1%	-9%	-1%
O=C(CSc1nc2c(c(=O)[nH]1)CN(Cc1ccc3c(c1)OCO3)CC2)Nc1cccc(Cl)c1	?	-3%	-8%[10.9 µM]	-6%
COc1ccccc1N1CCN(C(=O)C2C3C=CC4(CN(Cc5ccccc5Cl)C(=O)C24)O3)CC1 (stereo unspecified)	3.2%	7%	-10%	-5%
CC(=O)c1ccc(NS(=O)(=O)c2cccc(C)c2)cc1	-0.4%	1%	-16%	11%
CC(=O)N1CCN(c2ccc(NC(=O)c3ccc(C(C)(C)C)cc3)cc2)CC1	?	?	-7%	?
c1ccc2c(c1)nnn2CN1CCOCC1	0.6%[11.4 µM]	-4%[9.22 µM]	-8%[10.9 µM]	3%[9.22 µM]
CCOC(=O)c1c(C)oc2nc(C)nc(NCCc3ccc(S(N)(=O)=O)cc3)c12	1.8%	4%	28%[10.9 µM]	-3%
O=c1oc2cc(O)ccc2cc1-c1nc(-c2ccc(Cl)c(Cl)c2)cs1	-0.2%	-18%	-6%[10.9 µM]	3%
O=C(CCCCCN1C(=O)c2ccccc2C1=O)NCc1ccccn1	-2.2%	-9%	-8%	1%
COc1ccc(CC(=O)NNc2ncnc3c2cnn3-c2ccc(C)cc2)cc1OC	/	-8%	/	-20%
Cc1ccc(C=NCc2ccncc2)c(O)c1	-0.1%	-7%	2%	5%
O=C(Cn1nnc(-c2ccc(OCc3ccccc3F)cc2)n1)N1CCOCC1	1.0%	-19%	-13%	-18%

Quoted from the listing.
`CC(=O)N1CCN(c2ccc(NC(=O)c3ccc(C(C)(C)C)cc3)cc2)CC1` in Imprint erasure is entered as -7%
`O=C(Cn1nnc(-c2ccc(OCc3ccccc3F)cc2)n1)N1CCOCC1` in IkB signaling is entered as 1.0%
`CC(=O)c1ccc(NS(=O)(=O)c2cccc(C)c2)cc1` in p53ts 32C kill is entered as 11%

Given bar-delimited: 3 of the compounds above.
compound | IkB signaling | p53ts 39C tox | Imprint erasure | p53ts 32C kill
O=C(CCCCCN1C(=O)c2ccccc2C1=O)NCc1ccccn1 | -2.2% | -9% | -8% | 1%
COc1ccc(S(=O)(=O)N(CC(=O)Nc2cccc(C(F)(F)F)c2)c2ccc(C)cc2)cc1 | ? | 0% | -11%[10.9 µM] | 6%
COc1ccc2c(CNCCc3cccs3)c(C(=O)O)n(Cc3ccccc3)c2c1 | ? | -7% | -11%[10.9 µM] | 9%

The list goes on:
SMILES	IkB signaling	p53ts 39C tox	Imprint erasure	p53ts 32C kill
COc1cc(NC(=O)c2noc3c2CSc2ccccc2-3)cc(OC)c1OC	-2.7%	5%	-1%[10.9 µM]	-3%
CCOc1cc(C2C(C(=O)Nc3ccc(OC)cc3)=C(C)Nc3nc(SC)nn32)ccc1O (stereo unspecified)	0.1%	-22%	8%[10.9 µM]	4%
CCOC(=O)C1=C(N)n2c(s/c(=C\c3ccco3)c2=O)=C(C(=O)OCC)C1c1ccco1 (stereo unspecified)	-3.0%	12%	-13%	14%
CC1Cc2cc(S(=O)(=O)CCC(=O)Nc3cccc(F)c3)ccc2N1C(=O)C1CC1 (stereo unspecified)	0.5%	-9%	4%[10.9 µM]	9%
CC(CCc1ccccc1)NC(=O)CSc1n[nH]c(-c2ccccc2Cl)n1 (stereo unspecified)	-0.5%	23%	2%[10.9 µM]	0%
CCN1CCN(C(=O)Cn2ncc3c4ccccc4n(Cc4ccccc4F)c3c2=O)CC1	?	3%	-11%[10.9 µM]	3%
C#C[C@@]1(OC(C)=O)CC[C@@H]2[C@@H]3CCC4=C[C@@H](OC(C)=O)CC[C@H]4[C@H]3CC[C@]21C	6.0%[25.6 µM]	5%[20.6 µM]	-5%[16.8 µM]	5%[20.6 µM]
Cc1cc(/C=N/n2cnnc2)c(C)n1-c1ccc(OCc2ccc(F)cc2)cc1	?	13%	-20%	12%
Cc1nc(-n2nc(C)c(Cc3ccc4c(c3)OCO4)c2C)sc1C(=O)Nc1ccc(Cl)cc1	?	-7%	-2%[10.9 µM]	6%
CCOC(=O)Cn1nc(-c2ccc(Cl)cc2)ccc1=O	4.6%	-5%	-9%	-2%
CC(C)c1ccc(NC(=O)CN2C(=O)c3cccc4cccc2c34)cc1	-3.5%	-29%	4%[10.9 µM]	-1%
O=C(NCCN1CCOCC1)c1cc(-c2ccc(O)cc2)on1	-1.3%	-4%	-1%	-9%
COC(=O)c1c(N=CN(C)C)c(C#N)c2n1CCCC2	-0.6%	11%	6%	-6%
COc1cc(OC)c(NC2c3ccccc3C(=O)N2c2cc(C)ccn2)cc1Cl (stereo unspecified)	-3.3%	11%	-9%	-12%
Cn1c(=O)n(Cc2ccccc2)c2ccccc21	/	-12%	/	-3%
Cc1ccc(-n2ncc(C(=O)NCCCN3CCN(C)CC3)c2C2CCN(C(=O)OC(C)(C)C)CC2)c(C)c1	-1.3%	2%	-10%[10.9 µM]	0%

High-throughput results from PubChem BioAssay.
